Screens from PubChem.
Gal4-VP16 FLuc = Gal4-VP16 reporter inhibition counter-screen. Drosophila S2 Gal4-VP16 UAS-luciferase, luminescence, 20 h. Potency, µM (titrated, usually from 53.6 µM), without a hit: at the highest dose activity, negative = inhibition, usual class: inhibitors. 310,000 compounds, 3.5% hits. AID 2546;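 further: Gal4-VP16 expression switched on by copper sulfate through the metallothionein promoter; potency means the concentration at half of the fitted maximal effect; on the % scale 0 is the no-effect control and ±100 the full control effect; nearly all actives have a fitted effect of over 50% in size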
Menin MLL FP TR = menin-MLL binding inhibition, Texas Red mutant peptide; O00255; Menin + Texas Red MLL mutant peptide, fluorescence polarization; Potency, µM (doses to about 61.6 µM), for inactives: top-dose FP activity change, negative = inhibition, most hits filed as inhibitors; 270,000 compounds, 0.23% hits; AID 1768; active means well fitted inhibition curve with a large enough effect in the polarisation, with a control signal flat, not every such curve was filed as active; inconclusive means small, poorly fitted or top-dose-only effect, or effect the other way, or a change in a side signal; inactive means no such curve, though single readings can be large or run the other way; the % refers to the polarisation; further: potency means the concentration at half of the fitted maximal effect; % of control where 0% means no effect; many of its hits are not listed in these tables
Mito fusion act = inhibitors of mitochondrial division or activators of mitochondrial fusion; AID 485298; Potency, µM (titrated, usually from 46.1 µM), without a hit: top-dose growth rescue (activation), actives largely listed as activators; 320,000 compounds, 0.23% hits; S. cerevisiae fusion-defective mutant growth rescue, CellTiterGlo 48 h;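 further: potency means the concentration at half of the fitted maximal effect; % of control where 0% means no effect; nearly all actives have a fitted effect of over 45% in size; temperature-sensitive fusion mutants such as fzo1-1 at 37 °C on non-fermentable ethanol glycerol medium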
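Yeast fusion mutant, YPEG (non-fermentable carbon), compound, 48 h at 37C non-permissive; CellTiterGlo added, 10 min RT, luminescence read. Rescued growth = division inhibition.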
NPC1 prom act = activators of NPC1 promoter; Huh7 NPC1 promoter luciferase reporter, 24 h; Potency, µM (titrated, usually from 9.22 µM), without a hit: top-dose activation, most hits filed as activators; 320,000 compounds, 2.4% hits;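 further: potency means the concentration at half of the fitted maximal effect; % of control where 0% means no effect; nearly all actives have a fitted effect of over 60% in size; reporter is driven by a mutant NPC1 promoter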
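Stable NPC1-promoter luciferase Huh7 line; cpd (DMSO) 24 h, 37 °C, 5% CO2; Amplite luciferase reagent 10 min RT; luminescence readout. qHTS format.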
RORg inh = blocks mouse ROR gamma transcriptional activity. P51450. Drosophila S2 Gal4-RORgamma UAS-luciferase reporter, 20 h. Potency, µM (top dose mostly 53.6 µM), inactives show at the highest dose activity change, negative = inhibition, most hits filed as inhibitors. 310,000 compounds, 5.4% hits; further: potency means the concentration at half of the fitted maximal effect; on the % scale 0 is the no-effect control and ±100 the full control effect; nearly all actives have a fitted effect of over 60% in size
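Drosophila S2 cells stably expressing Gal4-DBD/mouse RORγ fusion under metallothionein promoter plus UAS-luciferase; compound 1 h, then 700 uM CuSO4 induction for 20 h at ambient temperature; inhibition read as reduced luminescence.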
FLuc counter = counter-screen for miR-21 project: firefly luciferase inhibitors or activators. P08659. purified FLuc, Km substrates, luminescence inhibition. Potency, µM (top dose mostly 57.5 µM), for the others: at the highest dose activity change, negative = inhibition, actives largely listed as inhibitors. 360,000 compounds, 6.9% hits. AID 588342;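 further: potency means the concentration at half of the fitted maximal effect; plate controls were vehicle for no effect and reference inhibitor for full effect; nearly all actives have a fitted effect of over 55% in size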
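Purified P. pyralis luciferase (10nM final) with 10uM D-luciferin and 10uM ATP (Km levels) in 50mM Tris acetate pH 7.5, 10mM Mg acetate, 0.01% Tween-20, 0.05% BSA; qHTS 6-point titration, ~60 µM downward; luminescence read.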
KCNH2 3.1 inh = KCNH2 3.1 (human) potassium channel inhibition; U2OS KCNH2 3.1, thallium flux FluxOr; active compounds read low; activity change, % (tested at about 1.8 µM); 340,000 compounds, 0.95% hits; AID 720553;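 active means maximum activity change below -70%; inconclusive means maximum activity change from -70% to -50%; inactive means maximum activity change above -50%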;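 further: thallium influx rate constant from kinetic fluorescence after stimulation buffer; on the % scale 0 is the no-effect control and ±100 the full control effect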
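Measured as rate of thallium-driven FluxOr signal in transduced U2OS cells carrying the 3.1 channel, read kinetically for 2 min upon stimulation; values are rate constants scaled to DMSO control wells.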
ELG1 DNA repair = ELG1-dependent DNA repair inhibition | Potency, µM (doses to about 46.1 µM), for inactives: at the highest dose activity change, negative = inhibition, usual class: inhibitors | 330,000 compounds, 2.3% hits | HEK293T ELG1-luciferase reporter, luminescence, 16 h; DNA damage induced by 5-fluorouridine; further: potency means the concentration at half of the fitted maximal effect; on the % scale 0 is the no-effect control and ±100 the full control effect; nearly all actives have a fitted effect of over 55% in size
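Step one: seed 2,000 cells per well. Step two: pin-transfer compound or DMSO alongside 5-fluorouridine. Step three: incubate 16 hr, 37 °C, 5% CO2. Step four: add ONE-Glo, wait 30 min, read luminescence.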
MBNL1-CUG inh = MBNL1-poly(CUG) RNA binding inhibition; 280,000 compounds, 0.036% hits; TR-FRET MBNL1-His/biotin-(CUG)12 binding, 665/545 ratio; Q9NR56; Potency, µM (top dose mostly 57.5 µM), without a hit: top-dose activity change, negative = inhibition, usual class: inhibitors; AID 2675; active means well fitted inhibition curve with a large enough effect in the signal ratio, with a control signal flat, not every such curve was filed as active; inconclusive means small, poorly fitted or top-dose-only effect, or effect the other way, or a change in a side signal; inactive means no such curve, though single readings can be large or run the other way; the % refers to the signal ratio; further: potency means the concentration at half of the fitted maximal effect; on the % scale 0 is the no-effect control and ±100 the full control effect
Target sequence (Q9NR56 whole entry, looked up): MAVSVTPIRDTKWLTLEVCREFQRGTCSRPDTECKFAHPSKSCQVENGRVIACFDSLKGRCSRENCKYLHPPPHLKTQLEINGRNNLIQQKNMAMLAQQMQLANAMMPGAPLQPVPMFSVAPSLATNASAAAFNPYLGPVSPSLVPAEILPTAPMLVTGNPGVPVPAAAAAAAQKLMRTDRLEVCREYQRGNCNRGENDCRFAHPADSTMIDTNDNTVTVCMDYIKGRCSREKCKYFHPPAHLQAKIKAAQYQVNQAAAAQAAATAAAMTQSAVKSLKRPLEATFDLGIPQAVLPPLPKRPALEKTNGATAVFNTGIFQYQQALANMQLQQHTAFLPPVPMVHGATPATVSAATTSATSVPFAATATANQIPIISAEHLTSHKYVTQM
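His-tagged MBNL1 binding to biotinylated (CUG)12 RNA was measured by TR-FRET using terbium anti-His antibody (0.055 ng/ul final) and streptavidin-XL665 (5 nM final). Compounds were titrated 92 nM to 58 uM; 60 min at room temperature.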
Rab9 promoter act = Rab9 promoter activation; Huh7 Rab9 promoter-luciferase reporter, luminescence, 24 h; Potency, µM (highest dose often 9.22 µM), for the others: at the top dose activation, negative = inhibition, hits mostly activators; 320,000 compounds, 2.8% hits; AID 485297; further: potency means the concentration at half of the fitted maximal effect; % of control where 0% means no effect; nearly all actives have a fitted effect of over 60% in size
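Cell-based reporter: Huh7 stable for Rab9 promoter-driven luciferase, plated in reduced-serum medium with 10% FBS at 1500 cells/well, compound-treated 24 h at 37 °C, luminescence read after 10 min reagent.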
PKM2 activator = increases activity of human pyruvate kinase M2; P14618; purified PKM2, Kinase-Glo ATP luminescence, activation; response scale: 0% is enzyme alone, no compound; Potency, µM (series often up to 57.5 µM), inactives show top-dose activation, most hits filed as activators; 260,000 compounds, 0.34% hits; further: potency means the concentration at half of the fitted maximal effect; on the % scale 0 is the no-effect control and ±100 the full control effect; nearly all actives have a fitted effect of over 55% in size
Target sequence (P14618 whole entry, looked up): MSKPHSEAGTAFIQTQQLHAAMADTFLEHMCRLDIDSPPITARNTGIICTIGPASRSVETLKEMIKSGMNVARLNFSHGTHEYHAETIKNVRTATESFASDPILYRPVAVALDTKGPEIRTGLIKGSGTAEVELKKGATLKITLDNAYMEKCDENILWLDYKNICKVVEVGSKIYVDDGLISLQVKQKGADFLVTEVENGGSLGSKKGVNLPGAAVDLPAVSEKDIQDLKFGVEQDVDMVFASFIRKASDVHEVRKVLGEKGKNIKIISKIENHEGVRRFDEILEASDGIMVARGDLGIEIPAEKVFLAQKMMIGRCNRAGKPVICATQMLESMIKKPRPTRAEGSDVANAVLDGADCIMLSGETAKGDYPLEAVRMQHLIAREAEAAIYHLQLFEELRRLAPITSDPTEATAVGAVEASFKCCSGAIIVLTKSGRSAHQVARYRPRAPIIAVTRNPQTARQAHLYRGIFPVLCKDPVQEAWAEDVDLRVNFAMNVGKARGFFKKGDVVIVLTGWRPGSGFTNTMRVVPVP
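ATP formation by purified human PK-M2, quantified via coupled luciferase luminescence after 1 h at room temperature with 0.1 mM ADP and 0.5 mM PEP final.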
* hit, by the source's call; ? = inconclusive; . = no result given; & = joins results of further samples; [ ] = dose if it differs, or a comment. Unless noted, the call rests on the fitted dose curve; in most records, active means well fitted curve in the direction sought with a large enough effect; inconclusive means small, poorly fitted or top-dose-only effect, or another doubt; inactive means no such curve, though single readings can be large; an effect the other way counts as inactive or inconclusive. An excerpt, so the mix of outcomes need not match the whole.

SMILES	Gal4-VP16 FLuc	Menin MLL FP TR	Mito fusion act	NPC1 prom act	RORg inh	FLuc counter	KCNH2 3.1 inh	ELG1 DNA repair	MBNL1-CUG inh	Rab9 promoter act	PKM2 activator
COCC(=O)NNC(=O)c1ccc(OC)cc1	0.5%	1.1%	-1.3%	-11.6%	-1.6%	-2.2%	0.4	9.4%	.	10.5%	-5.6%
COc1ccc(S(=O)(=O)N2CCOCC2)c2ccccc12	2.7%	9.7%	2.2%	-0.5%	6.0%	0.2%	-4.6	0.5%	4.3%	-3.0%	-14.9%[11.5 µM]
Cc1ccc(-c2nc3cc(NC(=O)C(C)C)ccc3o2)cc1	-1.0%	-15.4%	16.8%	0.355µM*	-17.5%	1.07µM*	-12.3	?	-2.0%	0.1µM*	9.3%
O=c1cc(COc2ncnc3c(Cl)cc(Cl)cc23)nc2sccn12	0.8%	.	-3.6%	-2.3%	13.7%	-1.6%	6.8	-11.7%	20.4%	-12.3%	-0.5%
O=C1Nc2cc(C(=O)NCCN3CCCCCC3)ccc2S/C1=C\c1ccccc1	?	.	-5.5%	-3.1%	?	-12.5%	-26.9	?	?	-12.1%	.
O=C(NCCc1nnc2ccc(SCC(=O)N3CCCC3)nn12)c1ccccc1	4.0%	-4.1%	-0.5%	0.8%	-29.6%	0.7%	-2.7	8.5%	0.0%	4.1%	-2.0%
Cc1ccc(Sc2cc(C(=O)c3ccccc3C(=O)O)ccc2[N+](=O)[O-])cc1	1.0%	?	3.9%	-1.5%	13.0%	1.6%	2.9	-11.1%	?	0.0%	.
O=C(Nc1ccccc1Cl)C1CC(=O)n2c(nc3ccccc32)N1 (stereo not given)	-3.8%	31.7%[activator]	5.0%	-7.4%	10.6%	-0.9%	.	-1.7%	-4.1%	-7.3%	-1.3%
COc1ccc(C2=NN(S(C)(=O)=O)C(c3cccs3)C2)cc1 (stereo not given)	1.1%	-13.7%	4.7%	3.55µM*	14.0%	10.7µM*	25.4	?	11.6%	0.891µM*	-20.3%
COc1ccc(C(=O)NNS(=O)(=O)c2ccccc2)cc1OC	-6.4%	9.0%	-0.2%	2.8%	2.3%[1.91 µM]	0.3%	-15.5	-4.8%	1.1%	-1.3%	?
CN(C)CCn1c(=O)n(-c2ccc(F)cc2)c(=O)c2c3c(sc21)CCCCC3	-4.7%	.	6.7%	-2.7%	-13.0%	3.3%	-1.0	-3.4%	.	1.0%	5.7%
C=CCNC(=O)[C@H]1N2C(=O)c3ccccc3C2SC1(C)C (stereo not given in full)	-3.2%	-0.4%	0.3%	0.7%	41.5%	-0.4%	4.4	6.3%	0.5%	2.9%	.
O=C(Nc1cnn(Cc2ccc(Cl)cc2)c1)c1ccc([N+](=O)[O-])cc1	2.3%	?	7.7%	-2.8%	?	-1.1%	-9.3	20.6µM*	?	-4.6%	0.9%
COc1ccc(OC)c(-n2nnnc2SCC(=O)Nc2nc(C)c(C)s2)c1	-14.6%	?	1.0%	9.8%	-1.0%	4.4%	6.1	-3.0%	-0.4%	-8.9%	-4.2%
Cc1ccc2nc(N/C(=N/S(=O)(=O)c3ccc(F)cc3F)c3ccccc3)sc2c1	-18.4%	17.9%	-7.7%	1.2%	9.9%	?	-17.6	?	2.5%	10.5%	-2.1%
COc1cccc(C(=O)N2CCC(O)(c3cccnc3)CC2)c1	-6.8%	-0.3%	-6.3%	-2.8%	-1.9%	0.2%	-14.4	?	8.2%	-5.8%	4.1%
CN(c1ccc(OCC(=O)OCc2nnc(-c3ccccc3)o2)cc1)S(=O)(=O)c1ccc(Cl)cc1	.	.	2.7%	-1.7%	.	-3.3%	-3.5	17.3%	.	0.2%	.
Cc1ccc(-c2nnc3ccc(SCC(=O)N4CCc5ccccc54)nn23)cc1	7.3%	8.2%	-1.4%	-3.3%	2.8%	-0.5%	1.8	0.9%	9.3%	-0.8%	-2.2%
COc1cc(NC(=O)c2sc3ncn(CC(=O)N4CCC(C)CC4)c(=O)c3c2C)cc(OC)c1OC	15.6%	12.7%	2.4%	-4.3%	35.6%	-2.0%	1.7	0.5%	5.5%	-5.8%	-3.4%
Cc1cccc(N2CSC3=C(C#N)C(c4ccc(C)o4)CC(=O)N3C2)c1 (stereo not given)	17.6%	?	8.2%	-3.2%	8.0%	16.9µM*	.	?	15.7%	3.9%	26.8%
CCOC(=O)c1cnc(N2CCN(c3ccccc3)CC2)[nH]c1=O	-1.2%	5.7%	1.1%	-3.7%	-0.6%	-0.5%	-4.6	0.4%	-6.9%	0.9%	.
CCCCCc1c(C)nc(N2CCc3ccccc3C2)[nH]c1=O	-3.1%	-4.7%	2.7%	5.6%	8.0%	1.1%	-45.9	12.9%	1.1%	-2.0%	-15.0%
O=C(Cn1nnc(-c2ccccc2)n1)OC1CCOC1=O (stereo not given)	-4.6%	3.4%	2.3%	11.1%	-14.2%[10 µM]	-2.4%	-9.0	1.7%	-4.9%	-0.5%	-4.0%
O=C(O)c1cc(-c2ccc(Cl)c(Cl)c2)n(-c2ccc(F)cc2)n1	3.6%	25.0%	2.1%	0.1%	32.5%	2.1%	-2.3	5.3%	-9.1%	-2.5%	.
Cc1[nH]c2ccccc2c1C(=O)COC(=O)C1CC(O)CN1S(=O)(=O)c1ccc(Cl)cc1 (stereo not given)	.	.	-2.5%	1.8%	.	1.1%	1.6	-20.1%	.	0.2%	.
More compounds.
SMILES	Gal4-VP16 FLuc	Menin MLL FP TR	Mito fusion act	NPC1 prom act	RORg inh	FLuc counter	KCNH2 3.1 inh	ELG1 DNA repair	MBNL1-CUG inh	Rab9 promoter act	PKM2 activator
COc1cccc(CN2CC(C(=O)NCCSc3nnnn3C)CCC2=O)c1 (stereo not given)	-12.6%	.	-2.4%	0.2%	-14.1%	-0.6%	7.2	9.0%	1.2%	2.8%	-3.1%
O=C(NNC1=NCCCCC1)c1cccc([N+](=O)[O-])c1	-11.9%	1.5%	2.6%	-3.9%	-3.7%	-3.5%	-11.7	9.0%	21.6%	-6.1%	2.5%
C#CCNC(=O)C1=C[C@@H](c2coc3ccccc3c2=O)[C@H](CCCO)[C@@H](OCC)O1	7.8%	-12.7%	-3.4%	-1.1%	3.2%	1.8%	.	?	-3.9%	-1.6%	-1.5%
CCc1cc(C(=O)OC)c(NC(=O)CC2Nc3cc(C)c(C)cc3NC2=O)s1 (stereo not given)	-5.6%	-8.7%	-2.5%	0.3%	6.3%	1.6%	11.9	?	11.4%	-1.5%	-1.6%
COCCNC(=O)Cn1ccc2cc(S(=O)(=O)N3CCCCCC3)ccc21	-7.9%	.	2.5%	-0.6%	-13.1%	0.6%&-2.4%	16.3	-6.2%	0.1%	-3.9%	.
O=C(CSc1nc2ccccc2c(=O)n1-c1ccc(F)cc1)Nc1ccc(Cl)c(S(=O)(=O)N2CCOCC2)c1	-12.9%	18.2%	-3.5%	-3.4%	?	?	?	-26.7%	?	-10.2%	5.5%
Cc1ccc(S(=O)(=O)NCC(=O)N2CCOCCOCCOCC2)cc1	4.3%	5.1%	4.4%	0.6%	1.5%	-0.9%	-18.0	0.9%	-6.9%	-1.5%	-0.4%
CN(C(=O)COC(=O)COc1ccccc1F)C1CCS(=O)(=O)C1 (stereo not given)	-8.4%	8.0%	-0.9%	2.0%	-5.0%	-1.5%	5.8	2.3%	3.7%	0.7%	-11.3%
CCN(CC)CCCNC(=O)c1c(O)c2cc(F)cc3c2n(c1=O)C(C)CC3 (stereo not given)	5.6%	?	-19.4%	2.2%	-23.0%	-0.7%	-11.1	14.1%	-0.4%	-2.2%	.
COc1ccc2c(C)cc(SCC(=O)Nc3c(C)n(C)n(-c4ccccc4)c3=O)nc2c1	-4.3%	?	-2.9%	-0.1%	-12.5%	3.1%	-1.3	-5.1%	-4.7%	-0.6%	-3.6%
CCOc1ccccc1CN1CCN(Cc2[nH]c3ccccc3c2C)CC1CCO (stereo not given)	?	?	-6.2%	-2.5%	?	-2.3%	-74.2*	-21.8%	-0.7%	-10.0%	5.1%
CN1CCN(CCC(=O)Nc2cccc(Br)c2)CC1	-2.0%	.	-3.3%	-1.4%	1.8%	3.6%	0.8	-11.8%	-2.0%	-2.7%	-1.9%
CCOCCn1c(CN2CCN(C(c3ccccc3)c3ccccc3)CC2)nc2c1c(=O)n(C)c(=O)n2C	3.6%	?	-1.9%	0.7%	-14.3%	-0.7%	7.2	1.8%	-1.6%	-3.4%[1.84 µM]	.
CCOC(=O)c1c(C)[nH]c(C)c1C(=O)COc1ncnc2ccccc12	10.0%	-3.2%	-2.0%	-1.1%	21.8%	-2.6%	0.9	-11.6%	-3.9%	-7.1%	5.7%
O=C(N/N=C/c1cccc(OC(=O)N2CCOCC2)c1)c1cccs1	12.6µM*	-0.5%	-2.1%	17.5%	?	9.53µM*	0.9	?	9.1%	19.0%	1.3%
CCCc1nn(-c2ccccc2)c2c1C(c1cccs1)C(C#N)=C(N)O2 (stereo not given)	1.4%	22.9%	1.3%	-0.5%	12.6µM*	-6.1%	-9.2	?	5.2%	2.5%	4.5%
